TDP2 absorb – blocks human TDP2 phosphodiesterase activity; AID 720702; recombinant TDP2, T5PNP hydrolysis, p-nitrophenol absorbance 415 nm; inhibition, % at 12.8 µM; 0.34% of 370,000 active; O95551;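 active = inhibition above the mean of all tested compounds plus 3 SD, set per campaign, cut at about 25% in these data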;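 also: 0% = DMSO with enzyme and 100% = buffer with substrate but no TDP2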
Target sequence (O95551 whole entry, looked up): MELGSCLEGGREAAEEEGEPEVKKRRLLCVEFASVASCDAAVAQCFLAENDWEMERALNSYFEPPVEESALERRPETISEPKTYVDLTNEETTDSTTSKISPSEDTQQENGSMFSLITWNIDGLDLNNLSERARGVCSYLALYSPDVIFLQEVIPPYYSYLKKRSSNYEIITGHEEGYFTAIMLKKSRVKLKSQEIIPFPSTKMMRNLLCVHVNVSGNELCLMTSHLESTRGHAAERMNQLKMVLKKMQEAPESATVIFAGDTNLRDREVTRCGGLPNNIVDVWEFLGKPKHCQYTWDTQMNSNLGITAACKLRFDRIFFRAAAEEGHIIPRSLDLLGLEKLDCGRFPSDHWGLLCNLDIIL
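Evaluation: % inhibition relative to enzyme-containing and enzyme-free wells. Material: recombinant human TDP2. Benchmarks: enzyme-free and DMSO wells. Timing: enzyme reaction with compound for 2 h at 37 °C. Compound dosing: 12.8 µM only. Measured by: p-Nitrophenol epi absorbance. Reagent: T5PNP substrate at 5 mM, a TopII-DNA adduct mimic. Replication: single well per compound.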
PG9 binder – small molecules binding HIV-1 gp120 antibody PG9 | inhibition, % at 6.7 µM | TR-FRET gp120-PG9 antibody binding | 0.43% of 360,000 active | AID 624416; in the data active = inhibition above about 8.5%
rCAG RNA binder – binds r(CAG) RNA repeats | 1.3% of 370,000 active | r(CAG) RNA repeat, TO-PRO-1 dye displacement fluorescence | inhibition, % at 3 µM;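 active = inhibition above the plate cutoff, the mean of all test compounds on that plate plus 3 SD, cut at about 35% in these data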;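 also: 0% = DMSO alone and 100% = 100 µM mitoxantrone as full dye displacement; higher means more dye released from RNA so lower well fluorescence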
LEDGF integ inh – blocks HIV-1 LEDGF/p75-dependent DNA integration; TR-FRET IN-LEDGF/p75 DNA integration, Eu/Cy5; inhibition, % at 3.7 µM; 0.64% of 370,000 active; AID 743269;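 active = inhibition above the screen-wide mean plus 3 SD, cut at about 13% in these data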;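 also: signal is the Cy5 over europium emission ratio at 671 and 618 nm; 0% = plate median of compound wells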
SIAE inh – blocks human sialic acid acetylesterase; SIAE FP-Rh probe binding, fluorescence polarization; inhibition, % at 9.66 µM; 0.69% of 370,000 active;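 active = inhibition above a cutoff: mean of compounds within the control limits plus 3 SD of those, cut at about 17% in these data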;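 also: 0% = plate median of compound wells and 100% = probe without SIAE protein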
HTRA1 inhibitor – blocks human HTRA1 serine peptidase | Q92743 | recombinant HTRA1, FP-rhodamine activity-based probe, fluorescence polarization | inhibition, % at 5.96 µM | 0.5% of 340,000 active | AID 504803; in the data active = inhibition above about 36%;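 also: 0% = enzyme with DMSO and 100% = wells lacking enzyme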
Rev-erbA mod – modulates human Rev-erb alpha binding to DNA; P20393; Rev-erbα–FITC-DNA binding, fluorescence polarization, 90 min; activity, % at 10 µM; 0.79% of 370,000 active; AID 1259318;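 active = activity above about 14%, limit read from the data; passing the limit was not always enough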;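 also: 0% = DMSO wells with 35 nM protein and 100% = DMSO wells with 750 nM protein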
mABHD4 FP – ABHD4 (mouse) inhibition, primary FP screen; inhibition, % at 8.92 µM; 0.54% of 370,000 active; purified mABHD4, FP-Rh probe fluorescence polarization; AID 720543;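 active = inhibition exceeding the mean over every tested compound plus 3 SD, cut at about 30% in these data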;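 also: 0% = plate median of compound wells and 100% = S159A mutant with DMSO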
Target sequence (Q8VD66 whole entry, looked up): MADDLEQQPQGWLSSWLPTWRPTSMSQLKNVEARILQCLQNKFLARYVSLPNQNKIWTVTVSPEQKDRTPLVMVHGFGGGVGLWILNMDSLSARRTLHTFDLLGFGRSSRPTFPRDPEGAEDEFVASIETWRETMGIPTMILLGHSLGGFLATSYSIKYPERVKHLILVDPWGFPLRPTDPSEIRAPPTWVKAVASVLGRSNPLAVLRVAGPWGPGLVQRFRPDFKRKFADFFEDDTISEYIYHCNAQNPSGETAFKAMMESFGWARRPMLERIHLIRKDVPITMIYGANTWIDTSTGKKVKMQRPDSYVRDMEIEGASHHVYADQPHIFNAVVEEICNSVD
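Assay system: Wild-type mouse ABHD4 protein | Medium: HEPES pH 7.0 buffer, 150 mM NaCl, 0.01% Pluronic F-127 | Incubation: Enzyme–compound pre-incubation 45 min, then probe 60 min, both 25 °C | Technique: Fluorescence polarization with parallel and perpendicular emission, 525/598 nm | Evaluation: % inhibition of FP-Rh probe binding versus controls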
PRMT1 FP inh – inhibitors of human PRMT1; 1.3% of 370,000 active; inhibition, % at 2.79 µM; recombinant PRMT1, activity-based probe fluorescence polarization;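 active = inhibition above about 21% made by adding two undisclosed values, limit read from the data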
TCR-CD3 inh – blocks the human TCR-CD3 interaction | inhibition, % at 9.4 µM | TAMRA-labeled TCR probe fluorescence, biochemical | 0.37% of 360,000 active | AID 651800; in the data active = inhibition above about 19%;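 also: recombinant mutant TCR 2C K166C tagged with TAMRA read by polarization; 0% = receptor in buffer alone and 100% = receptor with positive control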
An asterisk follows results filed as active; . = no result given. This is a subset (hit frequency here may not be typical).

Every second line gives: TDP2 absorb, PG9 binder, rCAG RNA binder, LEDGF integ inh, SIAE inh, HTRA1 inhibitor, Rev-erbA mod, mABHD4 FP, PRMT1 FP inh, TCR-CD3 inh
FC(F)Sc1ccc(NC(=S)N2CCN(c3ccccn3)CC2)cc1
    1, -1.7, 0, 0, 9, -6, 3, 1, -2, -1
CC(C)c1nnc(NC(=O)C2CCCN2C(=O)Nc2ccccc2[N+](=O)[O-])s1 (stereo not given)
    5, -1.1, -5, -7, 11, -1, 0, 5, -2, -1
O=C(Nc1ccccc1Cl)C1C(c2ccccc2)C1(Cl)Cl (stereo not given)
    -9, 0.0, -5, 0, -2, -27, 4, -27, 4, -1
COc1ccc(N(C(C)C(=O)Nc2ccc(S(=O)(=O)N3CCOCC3)cc2)S(C)(=O)=O)cc1 (stereo not given)
    -2, -0.9, -1, 7, 10, 4, 0, -6, -3, 0
CCSc1ccc2nnc(-c3cccc(F)c3)n2n1
    11, 2.9, 2, 1, 7, -3, 6, 4, 4, 0
Cn1c(=O)cc(SCC(=O)Nc2ccc3c(c2)OCO3)c2ccccc21
    -5, 1.0, 12, 2, -5, 4, -2, -8, 3, 1
COC(=O)c1ccc(NC(=S)NCCc2ccccc2C)cc1
    -5, 3.4, 1, -2, -11, -26, -4, -24, 5, -4
Cc1c(Cl)c([N+](=O)[O-])nn1CCCC(=O)Nc1cccc(O)c1
    -9, 0.9, -3, -5, -6, -3, -4, 0, 3, 1
CCCC(=O)N/C(N)=N/c1nc2ccccc2o1
    -2, 2.1, -3, 1, -3, 13, -3, -3, -1, -3
COCCN1CCN(Cc2cn[nH]c2-c2cc3ccccc3o2)CC1
    3, -1.8, -4, -1, -4, 4, 0, 0, 1, 3
C=CCN(c1ccc(OC)cc1)S(=O)(=O)c1ccc(Cl)c(C(=O)OCC(=O)NC2CC2)c1
    -15, -2.4, -4, 5, -1, -13, 5, -15, -2, -5
COc1ccc(OC)c(/C=C2/Sc3ccccc3C2=O)c1
    5, -1.3, 4, 0, -4, -21, 2, 0, -8, -3
CCN(CC)S(=O)(=O)c1ccc(NC(=O)CCC2CCCCC2)cc1
    0, -1.4, -2, -4, -8, -36, 0, -14, 1, 5
COc1cccc(NC(=O)CNC(=O)c2ccc(C)cc2)c1
    3, -0.8, -1, 1, 6, 2, 2, 3, 1, 7
CSc1nc2nc(Cl)c(Cl)nc2[nH]1
    -5, 0.9, 1, -2, -3, 9, -2, 4, 0, 4
O=C(Cn1nc(Cc2cccnc2)c2ccccc2c1=O)NCc1ccc2c(c1)OCO2
    1, 0.3, 2, 5, 2, 0, 3, -27, -4, 5
CCOc1cc(C(=O)N=c2sccn2C)cc(Br)c1OC
    8, -1.3, -3, -4, -4, -6, 1, -11, -2, 2
CCCn1c2ccccc2c2cnn(CC(=O)N3CCOCC3)c(=O)c21
    -7, -1.8, -4, -3, -4, -6, -4, -2, 0, 3
O=[N+]([O-])c1ccc(Cl)c(CN2CCN(c3ncccn3)CC2)c1
    9, -1.1, -5, 0, 1, -3, -6, 3, 2, 2
O=C(Nc1ccc(S(=O)(=O)N2CCCC2)cc1)c1c(F)cccc1F
    13, -1.9, 1, 1, 0, -5, 0, 6, 0, 18

Laid out differently: results already given
structure: CCCn1c2ccccc2c2cnn(CC(=O)N3CCOCC3)c(=O)c21
  TDP2 absorb: -7 | PG9 binder: -1.8 | rCAG RNA binder: -4 | LEDGF integ inh: -3 | SIAE inh: -4 | HTRA1 inhibitor: -6 | Rev-erbA mod: -4 | mABHD4 FP: -2 | PRMT1 FP inh: 0 | TCR-CD3 inh: 3
structure: O=[N+]([O-])c1ccc(Cl)c(CN2CCN(c3ncccn3)CC2)c1
  TDP2 absorb: 9 | PG9 binder: -1.1 | rCAG RNA binder: -5 | LEDGF integ inh: 0 | SIAE inh: 1 | HTRA1 inhibitor: -3 | Rev-erbA mod: -6 | mABHD4 FP: 3 | PRMT1 FP inh: 2 | TCR-CD3 inh: 2

Remaining list, next part
Every second line gives: TDP2 absorb, PG9 binder, rCAG RNA binder, LEDGF integ inh, SIAE inh, HTRA1 inhibitor, Rev-erbA mod, mABHD4 FP, PRMT1 FP inh, TCR-CD3 inh
CCC(=O)N1CCN(c2ccc(NC(=O)c3ccccc3)cc2)CC1
    -3, -2.5, -1, -1, 5, 9, -1, 3, 1, 1
C/C(=N\NC(=O)C1CC1)c1ccccc1Br
    14, 0.3, -2, -2, 2, 4, 3, 3, 1, -5
Cc1c(O)c(CN2CCCCC2)cc2c1oc(=O)c1ccccc12
    4, -1.8, 2, 0, -8, 7, 1, 5, -2, -2
C=CCN1C(=NC(=O)CCC(=O)O)SC2CS(=O)(=O)CC21 (stereo not given)
    6, 1.2, 1, 1, 15, -3, 5, 1, 2, -8
COc1cc(NC(=O)CNc2ccc(Cl)c(S(=O)(=O)N3CCOCC3)c2)cc(OC)c1
    -5, -0.5, 14, -2, 9, -8, -4, -4, 2, 7
CC1(C)C2CCC(C2)C1(C)NC(=O)CNC1CCCCC1 (stereo not given)
    -2, 2.6, -4, 7, 0, 5, -7, 9, -2, 7
CCN1CCN(c2ncc(C(=O)Nc3cc(Cl)ccc3OC)c3ccccc23)CC1
    -3, -1.3, -8, 2, -1, -13, 3, -1, -1, 7
COC(=O)c1cc(C(=O)NNC(=O)c2ccc3c(c2)OCO3)cc([N+](=O)[O-])c1
    -4, -1.6, 4, 0, 5, -8, -3, 8, -1, 5
Cc1cccc(OCC(=O)N/N=C/C=C/c2ccco2)c1
    9, -0.1, 21, -2, 14, -2, 2, 4, 12, 7
COc1cccc(-c2cc(C(=O)N3CCc4ccccc4C3)[nH]n2)c1
    -9, 1.5, -2, 1, -3, -3, -1, -5, 1, 2
Cc1ccc2nc(-c3ccccc3)c(CC3CCCCC3)n2c1
    5, -2.2, 8, -1, -3, ., -4, 4, 0, -2
COc1cc(/C=C2/CCC/C(=C\c3cc(O)c(OC)c(Cl)c3)C2=O)cc(Cl)c1O
    4, 0.1, 38*, 1, -6, 2, -1, 1, -1, -17
O=C(NNc1ccc(Cl)cc1)c1c(F)cccc1Cl
    -2, -1.0, -2, -4, 0, -1, 5, 1, 4, -2
CCOc1ccc(C(=O)NCC(=O)OCCCC(=O)c2ccc(F)cc2)cc1OCC
    2, 0.4, -2, -2, -5, -6, -2, -6, 4, -6
O=C1C=C(C2OC(CO)C(O)C2O)C(=O)N1 (stereo not given)
    -2, -2.1, 1, 4, -1, 4, 4, -4, 70*, 6
CCN(C(=O)CSc1nc(N)cc(N)n1)C1CCS(=O)(=O)C1 (stereo not given)
    11, -3.5, 0, 0, 5, 0, 1, 1, -3, 8
COc1ccc(NC(=O)CCNC(=O)N2CC(=O)Nc3ccccc32)cc1
    -1, -2.0, -1, -2, -6, 0, -9, -4, 1, -2
CCc1cccc(NC(=O)C2CCCN(S(=O)(=O)c3cnc[nH]3)C2)c1 (stereo not given)
    -4, 2.5, 2, 3, 2, 5, 2, 7, 3, 9
CN(C)c1ccc(CC(=O)N2CCCC(c3cc(C(=O)Nc4ccc5c(c4)OCO5)no3)C2)cc1 (stereo not given)
    6, -2.0, 10, 0, 3, ., 7, -1, 4, -6
COC(=O)c1ccc(C(=O)OC)c(NC(=S)N2CCCCC2C)c1 (stereo not given)
    2, 1.8, -2, 1, -8, 2, -2, 7, -1, 0

Further records follow.
molecule	TDP2 absorb	PG9 binder	rCAG RNA binder	LEDGF integ inh	SIAE inh	HTRA1 inhibitor	Rev-erbA mod	mABHD4 FP	PRMT1 FP inh	TCR-CD3 inh
CCOC(=O)CC(=O)Nc1ccn[nH]1	-5	-2.5	-2	-1	1	0	0	-2	-2	-1
CC(C)OC(=O)c1ccc(COC(=O)c2cnccn2)cc1	3	-1.6	-6	-5	-3	-3	7	2	-1	-3
O=C(OCc1ccccc1)N1CCC2CC1c1cc(NCCc3ccccc3)ccc12 (stereo not given)	-4	-0.6	3	2	3	-7	10	6	1	6
COCCCNS(=O)(=O)c1ccc2[nH]c3c(c2c1)CCCCC3	3	-1.0	6	-3	3	-6	0	0	-3	8
Cc1ccc(C)c(NS(=O)(=O)c2cc(C(=O)NCCSC3CCCCC3)ccc2C)c1	-35	-1.4	5	5	-38	-63	0	-64	-1	2
CC(C)C[C@H]1COc2cc(N(C)CCO)ccc2S(=O)(=O)N1	-13	0.5	3	-1	4	.	1	3	1	4
O=C(C1=C[C@@H](c2ccc(C(F)(F)F)cc2)C[C@@H](OCCCCO)O1)N1CCN(Cc2ccccc2)CC1	-15	1.5	1	4	4	-14	-5	-9	5	1
CC1CCN(c2ccc(NC(=S)NC(=O)c3ccco3)cc2)CC1	0	-1.9	0	-1	2	6	0	-7	-1	2
CCNc1nc(NC(C)C)nc(N(C#N)Cc2ccccc2)n1	-6	0.2	-8	-3	-4	-21	3	-4	0	1
Nc1nc(CSC(=S)N2CCOCC2)nc(Nc2ccc(F)cc2)n1	0	0.3	-3	1	-3	28	-1	2	2	-6
O=C1[C@@H]2Cc3c([nH]c4ccccc34)C(c3cccc([N+](=O)[O-])c3)N2C(=O)CN1C1CCN(Cc2ccccc2)CC1 (stereo not given in full)	-1	-1.5	5	-1	-1	-28	-4	6	2	-8
O=C1c2ccccc2NC(c2ccco2)N1NS(=O)(=O)c1ccccc1 (stereo not given)	9	-0.9	0	-2	6	.	6	-1	2	-6
CC(C)(C)Cc1c(-c2ccc(Cl)cc2)nc2c(Cl)cc(C(F)(F)F)cn12	-1	-1.3	2	-6	2	.	2	2	1	0
O=C(O)c1cc(N/N=C/C=C/c2ccccc2[N+](=O)[O-])ccc1Cl	-10	-8.5	24	1	4	10	-1	30*	2	1
COc1cc(NC(=O)CN2C(=O)NC3(CCOc4ccccc43)C2=O)cc(OC)c1 (stereo not given)	-9	-2.7	3	2	-3	-10	2	-4	-8	3
O=C(/C=C/c1ccccc1)NCC(=O)N/N=C/c1cccs1	3	-2.5	0	4	-2	-10	9	-1	-1	5

Single records, as listed above. Order of screens: TDP2 absorb, PG9 binder, rCAG RNA binder, LEDGF integ inh, SIAE inh, HTRA1 inhibitor, Rev-erbA mod, mABHD4 FP, PRMT1 FP inh, TCR-CD3 inh
Shown for `O=C(OCc1ccccc1)N1CCC2CC1c1cc(NCCc3ccccc3)ccc12` (stereo not given) → -4, -0.6, 3, 2, 3, -7, 10, 6, 1, 6
Shown for `CCNc1nc(NC(C)C)nc(N(C#N)Cc2ccccc2)n1` → -6, 0.2, -8, -3, -4, -21, 3, -4, 0, 1
